Source: PubChem BioAssay
NPR2 activator = GC-B (human) receptor activation; P20594; HEK293-GC-B cells, CNP EC30, cGMP TR-FRET; 0% at EC30 CNP, 100% saturating CNP; activation, % at 10 µM; actives 0.11% (n = 370,000); AID 1920062;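 active means activation at 10 µM reaching about 35% in either raw or pattern-adjusted values, limit read from the data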
ARFGAP1 inhibitor = inhibits rat ARF GTPase activating protein 1. inhibition, % at 16.5 µM. actives 0.26% (n = 360,000). Arfgap1-stimulated ARF1 GTP hydrolysis, GDP FP detection;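 active means inhibition above a per-plate limit, mean inhibition of low control wells plus 3 SD, cut at about 25% in these data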;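 further: 0% = DMSO wells with enzyme and 100% = wells lacking Arfgap1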
Target sequence (Q62848 1-136 limits assumed): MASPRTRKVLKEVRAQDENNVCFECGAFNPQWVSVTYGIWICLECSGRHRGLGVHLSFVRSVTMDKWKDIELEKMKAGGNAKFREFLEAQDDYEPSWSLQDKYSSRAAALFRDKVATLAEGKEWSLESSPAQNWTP
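Assay system: Rat Arfgap1 GAP domain (His6, aa 1-136), purified enzyme | Buffer or medium: HEPES 25 mM pH 7.5, NaCl 150 mM, MgCl2, DTT | Schedule: GTP hydrolysis reaction 2 h at 25 °C | Signal: FP of antibody-bound GDP Alexa 633 tracer, ex 620/em 688 nm | Measure: Percent inhibition of Arfgap1-stimulated GTP hydrolysis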
ASAP1 inh = ASAP1 ArfGAP inhibition; Q9ULH1; ASAP1-stimulated ARF1 GTP hydrolysis, GDP FP detection; inhibition, % at 16.5 µM; actives 0.19% (n = 360,000); AID 624377; in the data active means inhibition above about 25%;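 further: 0% = vehicle with enzyme and substrate and 100% = no enzyme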
GC-A act = GC-A (human) enzyme activation; P16066; HEK293 GC-A cells, cGMP TR-FRET, EC30 ANP; 0% at EC30 ANP, 100% saturating ANP; activation, % at 10 µM; actives 0.14% (n = 370,000); AID 1671463; in the data active means activation above about 40%
GAA850 FXN act = activators of GAA850 frataxin (FXN) promoter; HEK293 lucGAA850 FXN promoter luciferase reporter, 24 h; percent of 10 µM SAHA response; activation, % at 6 µM; actives 0.56% (n = 360,000);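 active means activation above the average of all compounds screened plus 3 SD, cutoff fixed separately per campaign, cut at about 7.5% in these data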;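 further: 0% = DMSO wells and 100% = 10 µM SAHA wells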
DDE Tn6 FP inh = DD(E)-Tn6 binding inhibition, primary FP screen | Fibrin DD(E) TRITC-Tn6 fluorescence polarization displacement | inhibition, % at 8.3 µM | actives 0.21% (n = 370,000) | AID 720509;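 active means inhibition above a per-campaign cutoff: mean of compounds within control limits plus 3 SD, cut at about 15% in these data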;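 further: 0% = median of all compound wells on the plate and 100% = blocking peptide control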
KLK7 zymogen act = activators of human kallikrein-7 zymogen; activation, % at 7 µM; purified proKLK7, EDANS-DABCYL substrate fluorescence; 100% is mature enzyme control, 0% vehicle; AID 652039; actives 0.9% (n = 370,000); P49862;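 active means activation above the mean of all tested compounds plus 3 SD, computed per campaign excluding outliers beyond control limits, cut at about 13% in these data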
Target sequence (P49862 whole entry, looked up): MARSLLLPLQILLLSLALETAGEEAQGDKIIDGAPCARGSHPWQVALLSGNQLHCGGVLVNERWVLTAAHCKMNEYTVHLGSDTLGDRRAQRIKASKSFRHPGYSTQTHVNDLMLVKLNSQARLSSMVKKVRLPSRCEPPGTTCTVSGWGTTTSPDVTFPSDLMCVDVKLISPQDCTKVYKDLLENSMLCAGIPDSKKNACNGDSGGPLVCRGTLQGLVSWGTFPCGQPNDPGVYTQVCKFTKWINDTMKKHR
ADAM10 inh = ADAM10 inhibition, QFRET primary screen; O14672; recombinant ADAM10, EDANS/DABCYL FRET peptide cleavage, 3 h; inhibition, % at 7 µM; actives 0.62% (n = 370,000);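 active means inhibition above a per-campaign cutoff equal to the mean of compounds falling between control-based bounds plus 3 SD, cut at about 20% in these data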;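 further: 0% = DMSO wells while the 100% control is not disclosed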
Target sequence (O14672 214-748 limits assumed): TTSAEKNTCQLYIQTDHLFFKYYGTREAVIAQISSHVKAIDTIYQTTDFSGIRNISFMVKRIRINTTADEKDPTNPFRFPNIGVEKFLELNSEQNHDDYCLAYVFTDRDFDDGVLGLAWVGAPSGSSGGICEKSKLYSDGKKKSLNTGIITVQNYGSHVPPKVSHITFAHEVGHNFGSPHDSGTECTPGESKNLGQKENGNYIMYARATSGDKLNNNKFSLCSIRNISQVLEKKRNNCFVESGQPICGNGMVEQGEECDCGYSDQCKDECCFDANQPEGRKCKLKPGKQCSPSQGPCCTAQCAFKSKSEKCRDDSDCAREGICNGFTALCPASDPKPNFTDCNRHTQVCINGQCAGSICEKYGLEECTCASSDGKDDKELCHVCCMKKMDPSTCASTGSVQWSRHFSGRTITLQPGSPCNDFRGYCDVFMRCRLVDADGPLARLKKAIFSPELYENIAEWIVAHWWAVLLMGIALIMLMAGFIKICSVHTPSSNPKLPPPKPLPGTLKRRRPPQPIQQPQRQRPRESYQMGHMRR
HGIII-sPLA2 inh = Blocks human group III sPLA2 activity. Q9NZ20. inhibition, % at 12.2 µM. QFRET BODIPY PC-A2 liposome hydrolysis, fluorescence. AID 743126. actives 0.56% (n = 370,000);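 active means inhibition above mean plus 3 SD of compounds lying within the high and low control bounds, cut at about 19% in these data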;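 further: 0% = median of test compound wells and 100% = no enzyme DMSO wells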
rCAG binder = r(CAG) repeat RNA binding; inhibition, % at 3 µM; AID 651821; TO-PRO-1 dye displacement fluorescence; actives 1.3% (n = 370,000);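 active means inhibition above the plate cutoff, the mean of all test compounds on that plate plus 3 SD, cut at about 35% in these data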;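 further: 0% = DMSO alone and 100% = 100 µM mitoxantrone as full dye displacement; higher means more dye released from RNA so lower well fluorescence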
The depositor's hits bear a star; . = no result given; & = joins results of further samples.

SMILES	NPR2 activator	ARFGAP1 inhibitor	ASAP1 inh	GC-A act	GAA850 FXN act	DDE Tn6 FP inh	KLK7 zymogen act	ADAM10 inh	HGIII-sPLA2 inh	rCAG binder
COc1cc(NC(=O)c2cccs2)c(C(=O)OCC(=O)NCc2ccccc2)cc1OC	-10	1	-9	-5	-1.0	9	-0.3	-6	-5	0
CCCCNC(=O)C1CCN(S(=O)(=O)c2c(C)noc2/C=C\c2ccc(OC)cc2)CC1	1	-1	-9	1	-3.1	-2	-0.5	-16	10	2
Cc1ccc(NC(=O)c2cccc(Oc3ccc([N+](=O)[O-])cc3)c2)c(C(=O)O)c1	-5	-4	6	-2	2.0	-9	0.2	18	-42	85*
COc1cc(/C=N/NC(=O)c2ccc(COc3ccccc3Cl)o2)cc(Br)c1O	-7	19	16	-3	2.1	-6	-3.2	5	-14	13
COc1cccc(CN(C)C(=S)Nc2cccc(C)c2)c1	1	5	-3	0	0.1	8	-0.4	-5	2	-2
CCOC(=O)c1c(C)[nH]c(/C(C)=N/O)c1C	3	3	4	9	2.6	5	-0.4	6	7	4
CC1=NN(c2ccccc2)C(=O)C1C(=O)c1cc([N+](=O)[O-])cc([N+](=O)[O-])c1 (stereo not given)	-2	-4	9	4	0.9	-10	-0.2	-2	-2	5
C=CCn1c(SC(C)C(=O)NCc2ccc3c(c2)OCO3)nnc1C1CCCCC1 (stereo not given)	3	-9	5	-1	-1.6	-1	-0.6	0	-5	-6
COc1ccccc1N1CCN(Cc2c[nH]c3ccccc23)CC1	-1	5	-18	-2	-0.9	1	-0.3	-2	-34	-2
CCC1=Nc2cc(C(=O)NCCN3CCOCC3)ccc2Sc2ccc(Br)cc21	-1	10	5	0	-0.7	2	-0.4	6	-10	3
Cc1ccc(N(CC(=O)NCc2ccccc2)C(=O)c2csnn2)cc1	-1	7	-12	1	2.6	2	-0.7	-6	9	1
CC(=O)OC1C([N+]2(C)CCCCC2)C[C@H]2C3CC[C@H]4C[C@H](OC(C)=O)C([N+]5(C)CCCCC5)CC4(C)[C@H]3CCC12C (stereo not given in full)	-2	-9	5	2	-0.7	4	0.5	-1	0	7
Cc1ccc(-c2ccccc2C2=CC(=O)CC(C)(C)C2=O)cc1	1	-2	3	-5	0.7	-13	-0.7	-26	9	5
CCc1nnc(NS(=O)(=O)c2ccc(NC(=S)NC(=O)c3ccccc3)cc2)s1	3	5	-3	3	4.1	0	0.0	0	-24	65*
N#CC1(c2ccccc2)CCCN1C(=O)c1ccccc1Cl (stereo not given)	3	-3	-2	-1	0.7	4	0.1	-5	4	-3
Cc1ccc(NS(=O)(=O)c2ccc(Br)s2)cc1S(=O)(=O)N1CCOCC1	-6	-11	-24	-3	-0.6	-3	0.3	2	-21	26
C[C@@H]1CN([C@@H](C)CO)C(=O)CCCn2nncc2CO[C@@H]1CN(C)C(=O)Nc1ccc(N2CCN(C)CC2)cc1	2	-7	-10	3	-0.8	7	-0.2	-8	5	1
COc1cccc(-c2nc3nc(C)cc(C)n3c2Nc2c(C)cccc2C)c1	-2	4	-3	-4	.	8	-0.5	-20	-1	3
Cc1nn(C)c(C)c1CN(C)C(=O)c1cc2nc(-c3ccco3)cc(C(F)(F)F)n2n1	8	-1	1	0	1.3	-4	4.8	-181	-1	2
COc1cc(C(=O)N2CCN(C(=O)C3CCCO3)CC2)cc(OC)c1OC (stereo not given)	2	-4	-6	0	0.6	-2	0.1	-8	11	-1
Cc1nnc(SCCOC(N)=O)n1C	5	0	3	3	-0.7	4	0.5	-4	-1	1
CCOC(=O)[C@]12CCCCC/C=C\1N(CCc1ccc(Cl)cc1)C(=O)[C@H]2CC(=O)NCc1cccs1	-7	.	.	2	.	-2	0.6	9	-12	9
O=C(NC1CCCCC1)C(c1cccs1)N(C(=O)C(F)(F)F)c1ccccc1 (stereo not given)	2	7	3	-2	-0.2	2	0.6	-2	0	-6
COc1cccc(CN2CCNC(=O)C2CC(=O)NCCn2nc(C)cc2C)c1OC (stereo not given)	2	4	-12	2	-3.0	7	-0.2	-2	8	-6
Clc1ccc(SCc2nc3ccccc3[nH]2)cc1	-9	-9	0	-12	3.2	1	0.1	-8	-2	1

(next part)
SMILES	NPR2 activator	ARFGAP1 inhibitor	ASAP1 inh	GC-A act	GAA850 FXN act	DDE Tn6 FP inh	KLK7 zymogen act	ADAM10 inh	HGIII-sPLA2 inh	rCAG binder
COC(=O)C1CCN(C(=O)c2oc3c(Cl)cc(C)cc3c2C)CC1	-3	-4	-5	-5	6.9	12	0.3	11	0	-5
Cc1ccc(NC(=O)Nc2cccc(Cl)c2)c(C(=O)O)c1	1	3	8	3	0.7	3	-1.6	-208	-18	47*
COc1ccc(C(=O)N[C@H]2CC[C@@]34CCCN3C(=O)CCC[C@H]4[C@H]2C)cc1	5	.	.	1	.	-1	.	1	-3	.
C=CCc1ccc(OCCCNC2CCCC2)c(OC)c1	-1	0	-5	2	0.7	-1	0.5	2	-2	0
CN1[C@@H]2CC(OC(=O)[C@H](CO)c3ccccc3)C[C@H]1[C@@H]1O[C@@H]12 (stereo not given in full)	-2&0&0&2	6&-3&6&0	14&-9&-5&-5	-3&4&2&3	-1.2&-1.0&-4.6&1.3	1&-3&-5&5	0.0&-1.4&-0.1&0.8	-27&-16&2&-6	-1&7&-6&1	0&-2&1&0
COCCNC(=O)c1ccc2c(c1)ncn2-c1ccc(F)c(F)c1	-1	-6	-4	-1	4.2	7	0.1	4	0	-3
Cc1nc(C(C)NC(=O)CCc2nnc(CCCc3ccccc3)o2)c(C)s1 (stereo not given)	-7	3	0	-4	5.1	-1	-0.1	2	6	-9
O=C(/N=C1\NC(=O)C(F)(C(F)(F)F)S1)NC1CCCCC1 (stereo not given)	1	0	1	6	1.4	3	-0.3	6	-2	2
COc1ccc(-c2cc(C(=O)N3CCN(C(=O)c4ccccc4F)CC3)[nH]n2)cc1	-1	13	-5	-2	0.4	-4	0.6	-1	-5	-2
Cn1c(SCC(=O)N2CCN(S(=O)(=O)c3ccc(Cl)cc3)CC2)nc2ccccc21	-11	6	5	-11	-2.1	0	0.9	-2	-22	8
CN(c1ccccc1)S(=O)(=O)c1cccc(NC(=O)C2CCCO2)c1 (stereo not given)	4	-4	1	3	0.8	5	-0.3	1	0	4
O=C(NN1C(=O)NC2(CCCCC2)C1=O)c1ccc(-c2ccc([N+](=O)[O-])cc2)o1	6	1	-6	1	-0.9	4	1.5	-23	3	8
[O-][n+]1c2ccc3nonc3c2nn1-c1ccccc1Cl	-4	-8	-8	-2	-0.4	1	2.0	-48	4	-4
CCC(C)[C@H](NC(=O)NCc1ccc(Cl)cc1)C(=O)O (stereo not given in full)	0	2	-11	-2	-1.0	8	-0.4	-5	4	-4
Cn1cccc1C(=O)OCc1cc(Cl)cc2c1OCOC2	-4	-6	-10	0	2.7	-5	0.7	9	-6	4
Cc1ccc(-n2nnnc2SCC(=O)NCC2(N3CCOCC3)CCCCC2)cc1	2	-4	6	0	1.3	-6	0.2	-8	-11	-9
O=C(CN1C(=O)S/C(=C\c2cccc(Cl)c2)C1=O)NC1C=CS(=O)(=O)C1 (stereo not given)	-2	4	-7	-2	2.4	-3	0.1	1	0	2
N=c1sccn1CC(=O)Nc1ccccc1-c1ccccc1	-1	-3	11	0	2.4	-2	0.1	-15	5	3
COc1ccc(Cl)cc1NC(=O)CNCC(c1ccccc1)N(C)C (stereo not given)	-3	-4	0	-3	1.9	-10	-0.1	0	6	-8
C=CCOc1ccccc1CNCCNC(=O)c1nonc1N	-1	-3	11	-1	-2.0	-9	-0.6	1	0	-2
Cc1nc2ccccc2n1CC(=O)OCC(=O)NC1CC1	3	-4	-8	0	2.6	1	0.6	-4	2	0
COc1ccccc1-c1nc(SCC(=O)N2CCOCC2)n[nH]1	1	-1	0	1	1.4	2	-0.4	8	-4	0
CN1CCN(S(=O)(=O)c2ccc(NC(=O)c3ccccc3Cl)cc2)CC1	3	-7	-1	5	0.7	-4	4.9	3	11	-3

Reformatted: entries from further up.
canonical_smiles | NPR2 activator | ARFGAP1 inhibitor | ASAP1 inh | GC-A act | GAA850 FXN act | DDE Tn6 FP inh | KLK7 zymogen act | ADAM10 inh | HGIII-sPLA2 inh | rCAG binder
CCC(C)[C@H](NC(=O)NCc1ccc(Cl)cc1)C(=O)O (stereo not given in full) | 0 | 2 | -11 | -2 | -1.0 | 8 | -0.4 | -5 | 4 | -4
Cc1nc2ccccc2n1CC(=O)OCC(=O)NC1CC1 | 3 | -4 | -8 | 0 | 2.6 | 1 | 0.6 | -4 | 2 | 0
N=c1sccn1CC(=O)Nc1ccccc1-c1ccccc1 | -1 | -3 | 11 | 0 | 2.4 | -2 | 0.1 | -15 | 5 | 3
Cn1c(SCC(=O)N2CCN(S(=O)(=O)c3ccc(Cl)cc3)CC2)nc2ccccc21 | -11 | 6 | 5 | -11 | -2.1 | 0 | 0.9 | -2 | -22 | 8

Arranged by value in GC-A act (low to high): some entries from above.
SMILES | NPR2 activator | ARFGAP1 inhibitor | ASAP1 inh | GC-A act | DDE Tn6 FP inh | KLK7 zymogen act | ADAM10 inh | HGIII-sPLA2 inh
Clc1ccc(SCc2nc3ccccc3[nH]2)cc1 | -9 | -9 | 0 | -12 | 1 | 0.1 | -8 | -2
O=C(CN1C(=O)S/C(=C\c2cccc(Cl)c2)C1=O)NC1C=CS(=O)(=O)C1 (stereo not given) | -2 | 4 | -7 | -2 | -3 | 0.1 | 1 | 0
COc1cc(C(=O)N2CCN(C(=O)C3CCCO3)CC2)cc(OC)c1OC (stereo not given) | 2 | -4 | -6 | 0 | -2 | 0.1 | -8 | 11
